# PostGolgi ctrl: inhibits growth of the yeast control strain; inhibition, % at 10 µM; AID 738; hit rate 5% among 98,000; efflux-deficient yeast background strain, growth absorbance A615, 16 h
# CYP2C19 inh: blocks human cytochrome P450 2C19; inhibition, % at 5 µM; hit rate 21% among 96,000; P33261; CYP2C19 Supersomes, luciferin-H EGE luminescence, 30 min;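 active means CYP2C19 inhibition above a set limit at 5 µM in the primary screen, cut at about 50% in these data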;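 further: plate controls were negative control wells for no effect and 2.5 mM tranylcypromine positive control for full effect; values of inactives mirror those of a sister screen read the other way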
# Target sequence (P33261 whole entry, looked up): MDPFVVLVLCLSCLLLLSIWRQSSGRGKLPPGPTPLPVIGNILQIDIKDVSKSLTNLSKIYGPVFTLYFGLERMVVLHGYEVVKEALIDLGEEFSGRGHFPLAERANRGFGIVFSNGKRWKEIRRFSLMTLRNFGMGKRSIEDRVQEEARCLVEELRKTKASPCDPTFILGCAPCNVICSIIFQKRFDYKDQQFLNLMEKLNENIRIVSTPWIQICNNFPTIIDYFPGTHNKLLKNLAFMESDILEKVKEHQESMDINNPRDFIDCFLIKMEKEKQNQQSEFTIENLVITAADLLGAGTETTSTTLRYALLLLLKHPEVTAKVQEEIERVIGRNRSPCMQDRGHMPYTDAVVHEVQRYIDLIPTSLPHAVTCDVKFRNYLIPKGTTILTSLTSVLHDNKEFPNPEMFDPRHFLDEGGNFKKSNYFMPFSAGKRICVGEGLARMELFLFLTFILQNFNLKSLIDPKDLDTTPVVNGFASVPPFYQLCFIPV
# DAT uptake mod: changed human dopamine transporter uptake under cocaine IC80 | LLC-PK1 hDAT cells, [14C]-dopamine uptake with cocaine IC80; actives deviate in either direction | Q01959 | hit rate 1.3% among 110,000 | B-score at 10 µM | AID 449768;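 active means Z score or B-score, a plate-position-corrected score, falls beyond the plate's 99.7% confidence bounds, in either direction; inactive means both scores lie inside the 99.7% bounds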;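 further: scored against the spread of the other compound wells on the same plate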
# S1P2 blocker: S1P2 (human) receptor antagonism; O95136; cell-based S1P2 antagonist assay, inhibition at 5 uM; hit rate 0.21% among 97,000; inhibition, % at 5 µM; in the data active means inhibition above about 45%;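 further: CRE beta-lactamase reporter cells expressing human S1P2 stimulated with S1P; 0% = agonist at EC80 alone and 100% = agonist plus reference antagonist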
# S1P2 ag: S1P2 (human) receptor agonism; O95136; S1P2-expressing cell line, agonist reporter read-out; activation, % at 4.5 µM; hit rate 0.46% among 97,000; in the data active means activation above about 16%;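 further: 0% = vehicle low control and 100% = maximal reference agonist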
# sEH act: increases human soluble epoxide hydrolase activity; purified human sEH enzymatic activity, activator screen; activation, % at 2 µM; hit rate 0.04% among 91,000; in the data active means activation above about 37%; further: values of inactives mirror those of a sister screen read the other way
# Target sequence (P34913 whole entry, looked up): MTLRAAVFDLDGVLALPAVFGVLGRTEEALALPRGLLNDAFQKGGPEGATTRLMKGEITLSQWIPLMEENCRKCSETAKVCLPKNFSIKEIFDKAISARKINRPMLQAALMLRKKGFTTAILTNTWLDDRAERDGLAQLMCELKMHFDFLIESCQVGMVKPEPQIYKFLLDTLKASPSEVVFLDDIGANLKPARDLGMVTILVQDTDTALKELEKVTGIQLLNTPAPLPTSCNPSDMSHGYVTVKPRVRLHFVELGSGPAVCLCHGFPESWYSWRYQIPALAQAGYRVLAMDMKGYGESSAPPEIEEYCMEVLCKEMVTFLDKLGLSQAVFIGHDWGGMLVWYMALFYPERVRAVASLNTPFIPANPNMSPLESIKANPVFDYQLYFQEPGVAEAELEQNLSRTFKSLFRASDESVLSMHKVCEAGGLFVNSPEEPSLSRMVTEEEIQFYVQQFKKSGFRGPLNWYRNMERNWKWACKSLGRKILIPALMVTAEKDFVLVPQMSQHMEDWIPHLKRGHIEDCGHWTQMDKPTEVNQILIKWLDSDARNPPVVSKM
# PostGolgi yeast: growth inhibition of a yeast mutant, post-Golgi transport screen; hit rate 0.9% among 98,000; post-Golgi transport phenotypic cell assay; inhibition, % at 10 µM;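 further: yeast cells grown in 1536-well plates; yeast grown about 18 h at 30C before absorbance read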
# CYP2C19 act: activators of human cytochrome P450 2C19. P33261. recombinant CYP2C19, luciferin-H EGE luminescence; hits give high values; 0 = fully inhibited enzyme, 1 = untreated enzyme. activation factor at 5 µM. 96,000 tested, under 10 active;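 active means activation factor of at least 2 at 5 µM in the primary screen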;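 further: 0 = wells with 2.5 mM tranylcypromine and 1 = vehicle-only wells; values of inactives mirror those of a sister screen read the other way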
# sEH inhibitor: inhibitors of human soluble epoxide hydrolase; P34913; recombinant human sEH enzymatic activity assay; inhibition, % at 2 µM; hit rate 0.34% among 91,000; in the data active means inhibition above about 80%; further: values of inactives mirror those of a sister screen read the other way; many of its hits are not listed in these tables
# Numbers without * were called inactive; . = no result given. Unless noted, no stated cut-off is given here; in the data, active means inhibition above about 30%; inactive means the rest.
SMILES,PostGolgi ctrl,CYP2C19 inh,DAT uptake mod,S1P2 blocker,S1P2 ag,sEH act,PostGolgi yeast,CYP2C19 act,sEH inhibitor
COc1ccc(C(=O)N2CCc3cc(OC)c(OC)cc3C2)cc1OC,-7.8,15.4,0.484,-18.3,0.5,-2.4,-0.5,0.8,5.2
CCc1nn2cc(-c3ccccc3)nc2s1,3.4,88.0*,-0.543,.,.,.,-0.2,0.1,.
CCc1ccc(N=C2N=C(N)c3ccccc32)cc1,-2.8,20.7,-0.0171,5.5,-6.4,0.1,1.3,0.8,-1.5
Cc1cccc(NC(=O)c2c(F)c(F)c(F)c(F)c2F)c1,-11.6,3.3,-0.528,24.0,0.0,-6.2,0.5,1,4.5
Cc1nnc(NC(=O)CCCN2C(=O)c3ccccc3C2=O)s1,14.6,8.9,-0.186,3.9,-0.6,9.3,4.3,0.9,-9.7
Cc1cc(C)n(-c2cc(N3CCN(S(=O)(=O)c4ccc(C)c(C)c4)CC3)ccc2[N+](=O)[O-])n1,-10.6,9.6,-0.0964,-2.4,-5.6,-11.1,-1.3,0.9,13.1
O=C(Nc1ccc(F)cc1)Nc1ccc(Cl)cn1,10.3,27.2,-1.07,5.6,-2.3,-3.4,-1.6,0.7,2.2
COc1ccc(-c2nc(N)n[nH]2)cc1,-2.2,16.2,0.873,13.6,-3.7,-7.4,-2.2,0.8,9.3
COc1ccc2sc3ccccc3c(=O)c2c1,6.8,15.0,-1.29,7.4,-0.2,4.2,17.1,0.8,-2.4
COc1ccc(NC(=O)C23CC4CC(C2)CC(n2cnc(Br)n2)(C4)C3)c(C)c1,2.9,22.6,0.267,-14.7,-2.7,-2.9,-2.7,0.8,8.3
CCn1ncc(C2=NOC(C(=O)NCc3ccccc3)C2)c1C (centres undefined),4.8,56.9*,-1.61,.,.,.,-7.7,0.4,.
COc1ccc(CCn2c(C)cc(C(=O)CSc3nc(N)cc(=O)[nH]3)c2C)cc1,10.4,22.6,0.0612,37.8,-5.7,.,6.9,0.8,.
Cc1cc(C)cc(SCc2noc(C(=O)NC(C)C)c2C(=O)O)c1,-1.1,15.6,-0.708,-10.0,-6.2,12.2,-3.1,0.8,-5.8
CCC(C)C(NS(=O)(=O)c1ccc(C)cc1)C(=O)Oc1ccc2c3c(c(=O)oc2c1)CCC3 (centres undefined),33.1*,.,1.4,2.6,-5.1,11.1,5.5,.,-8.7
CCCCC1CC1C(=O)Nc1ncc2c(n1)CC(C)(C)CC2=O (centres undefined),2.5,14.1,-0.0089,0.1,-2.7,6.4,4.9,0.9,-3.8

# An excerpt of these results, as tab-separated lines.
structure	PostGolgi ctrl	CYP2C19 inh	DAT uptake mod	S1P2 blocker	S1P2 ag	sEH act	PostGolgi yeast	CYP2C19 act	sEH inhibitor
COc1ccc(C(=O)N2CCc3cc(OC)c(OC)cc3C2)cc1OC	-7.8	15.4	0.484	-18.3	0.5	-2.4	-0.5	0.8	5.2
Cc1nnc(NC(=O)CCCN2C(=O)c3ccccc3C2=O)s1	14.6	8.9	-0.186	3.9	-0.6	9.3	4.3	0.9	-9.7

# The results go on.
SMILES,PostGolgi ctrl,CYP2C19 inh,DAT uptake mod,S1P2 blocker,S1P2 ag,sEH act,PostGolgi yeast,CYP2C19 act,sEH inhibitor
COc1ccc(-c2noc(-c3ccccc3C(=O)Nc3cccnc3)n2)cc1OC,18.7,33.3,-1.38,2.3,-0.8,-11.0,-8.7,0.7,10.9
CCN1C(=O)C2C(C1=O)N1C(c3cccs3)C3C(=O)N(CC)C(=O)C3N1C2c1cccs1 (centres undefined),0.4,1.0,-0.253,-3.9,-5.7,-5.5,10.5,1,9.3
COc1ccc(S(=O)(=O)N2CCC(N3CCCCC3)CC2)cc1,7.7,7.6,-0.698,9.9,-8.8,9.8,-2.3,0.9,-10.4
Cc1ccc(-n2ncc3c(=O)n(CC(=O)NCc4ccco4)cnc32)cc1,10.3,.,-0.207,4.1,-4.6,10.9,-2.3,.,-13.0
COc1ccc(-c2nc(NC(=O)Cn3ccc(C(F)(F)F)n3)sc2C)cc1,19.8,57.4*,1.28,8.1,-5.4,-14.3,-8.4,0.4,15.5
CCC/C(O)=N\S(=O)(=O)c1ccc(N=NN(C)C)cc1,.,.,-0.0525,-8.3,-6.0,18.0,.,.,-18.0
Cc1nc(-c2ccccc2)sc1C(=O)CSc1ccc(Cl)cc1,-12.5,4.2,-1.09,10.1,-12.3,4.3,-10.1,1,-2.0
COCCNC(=O)CSc1nc2nc(C)cc(C)n2n1,11.6,4.1,1.21,-4.2,-10.3,6.5,3.9,1,-7.1
Cc1cc(OCC(=O)N2CCCC2)cc(C)c1Cl,5.8,7.8,1.02,-15.7,-2.4,2.7,3.5,0.9,2.6
CCOC(=O)C1CCCN(Cc2nc(N)nc(Nc3ccc(OC)cc3)n2)C1 (centres undefined),13.2,32.8,0.305,13.3,0.3,8.9,9.0,0.7,-7.5
COC(=O)CSc1nnc(-c2sc3cc(OC)ccc3c2Cl)n1C,13.2,56.2*,-0.572,-0.2,-3.6,-10.7,1.4,0.4,14.1
CN1C(=O)c2ccc(NC(=O)c3c(F)c(F)c(F)c(F)c3F)cc2C1=O,-4.7,-11.8,0.223,-11.2,-0.7,-1.6,-1.0,1.1,-0.2
CCOC(=O)C1CCN(C(=O)c2c(-c3c(Cl)cccc3Cl)noc2C)CC1,8.1,69.7*,-0.177,-15.5,-1.2,-8.3,32.6*,0.3,10.4
COC(=O)C1=C(C)Nc2nnnn2C1c1cccs1 (centres undefined),4.7,11.8,-0.728,-7.5,0.1,22.8,28.6,0.9,-24.8
C=CCn1c(SCCOc2ccc(OC)cc2)nnc1C(C)NC(=O)c1ccc(OC)cc1 (centres undefined),-2.4,8.6,0.247,-31.7,-2.8,0.6,-3.9,0.9,0.8
O=C(NCCCN1CCOCC1)c1cc(-c2ccc(F)cc2)on1,1.3,-10.5,-0.465,29.5,-10.0,.,-12.7,1.1,.
CC1(C)CC(=O)C2(CC3=C(CC(C)(C)CC3=O)O2)C(=O)C1,5.7,-3.1,-0.173,0.7,-5.8,-12.2,5.7,1,13.4
CC(Sc1nnc(-c2ccc(Cl)cc2Cl)n1Cc1ccccc1)C(=O)Nc1nccs1 (centres undefined),11.9,43.3,-0.52,26.7,-6.6,5.0,-0.5,0.6,-5.1
Cc1cccn2c(=O)c(/C=C3\SC(=S)N(CC(C)C)C3=O)c(NCCCOC(C)C)nc12,-5.5,14.7,-0.0847,-13.1,-6.0,-6.0,-3.0,0.9,7.1
COc1ccc(CCNC(=S)Nc2ccccc2C)cc1,0.1,47.8,-0.287,4.2,-12.6,6.9,-4.0,0.5,-7.5
O=C(CSc1n[nH]c(-c2ccncc2)n1)NC1CCS(=O)(=O)C1 (centres undefined),0.3,13.1,0.0835,20.8,1.2,13.2,-11.9,0.9,-11.8
CCOC(=O)C1CCCN(C(=O)c2cn(CC)c3ccc(S(=O)(=O)N(C)C)cc3c2=O)C1 (centres undefined),-1.8,-3.2,0.191,-9.1,-7.3,10.6,-4.2,1,-8.2
O=C(NCC(c1cccnc1)N1CCOCC1)c1ccco1 (centres undefined),1.2,-10.3,0.181,-13.8,-2.2,-0.8,3.2,1.1,1.7
c1ccc(-n2ncc3c(N4CCCCC4)ncnc32)cc1,6.2,83.4*,0.104,3.6,-7.2,13.6,-13.6,0.2,-12.9
Oc1ccccc1Cn1c(-c2ccccc2O)nc2ccccc21,8.6,59.6*,-0.442,-14.7,-3.4,12.1,7.1,0.4,-8.6
C=CCn1c(CNC(=O)c2ccco2)nnc1SCC(=O)N1c2ccccc2Sc2ccccc21,9.2,9.3,0.365,-9.0,-3.7,18.9,1.6,0.9,-15.2
Cc1ccc(/C=C/C2=NN(Cc3ccccc3)C(=O)CC2)cc1,12.4,37.0,0.944,-6.5,-4.3,-7.2,11.9,0.6,7.4
c1ccc(-n2nnnc2SCc2ccccn2)cc1,5.4,87.6*,-0.0191,4.2,-7.4,-9.3,1.4,0.1,6.1
Cc1cccc(NC(=O)c2c(C)nc3ccccn23)c1,.,.,-0.0114,-6.5,-4.2,5.4,.,.,-3.9
c1cncc(-c2nc3cc4ccccc4cc3[nH]2)c1,-5.1,29.5,-0.233,13.3,-6.8,-0.1,-2.3,0.7,2.3

# By substructure: the entries above with a thiophene ring, fused or not
SMILES,PostGolgi ctrl,CYP2C19 inh,DAT uptake mod,S1P2 blocker,S1P2 ag,sEH act,PostGolgi yeast,CYP2C19 act,sEH inhibitor
CCN1C(=O)C2C(C1=O)N1C(c3cccs3)C3C(=O)N(CC)C(=O)C3N1C2c1cccs1 (centres undefined),0.4,1.0,-0.253,-3.9,-5.7,-5.5,10.5,1,9.3
COC(=O)CSc1nnc(-c2sc3cc(OC)ccc3c2Cl)n1C,13.2,56.2*,-0.572,-0.2,-3.6,-10.7,1.4,0.4,14.1
COC(=O)C1=C(C)Nc2nnnn2C1c1cccs1 (centres undefined),4.7,11.8,-0.728,-7.5,0.1,22.8,28.6,0.9,-24.8

# Returning to the listing, repeating the 4 entries before the break.
SMILES,PostGolgi ctrl,CYP2C19 inh,DAT uptake mod,S1P2 blocker,S1P2 ag,sEH act,PostGolgi yeast,CYP2C19 act,sEH inhibitor
Cc1ccc(/C=C/C2=NN(Cc3ccccc3)C(=O)CC2)cc1,12.4,37.0,0.944,-6.5,-4.3,-7.2,11.9,0.6,7.4
c1ccc(-n2nnnc2SCc2ccccn2)cc1,5.4,87.6*,-0.0191,4.2,-7.4,-9.3,1.4,0.1,6.1
Cc1cccc(NC(=O)c2c(C)nc3ccccn23)c1,.,.,-0.0114,-6.5,-4.2,5.4,.,.,-3.9
c1cncc(-c2nc3cc4ccccc4cc3[nH]2)c1,-5.1,29.5,-0.233,13.3,-6.8,-0.1,-2.3,0.7,2.3
CCOC(=O)c1ccc(S(=O)(=O)NC2CCCCCCC2)n1C,11.2,53.2*,0.0113,5.8,-3.4,-11.2,8.3,0.5,15.5
CCSc1nnc(NC(=O)COc2ccc3ccccc3c2)s1,7.5,60.3*,-0.00186,4.5,-6.3,1.3,-1.1,0.4,2.1
N=c1n(CCN2CCOCC2)c2ccccc2n1CC(O)COc1ccccc1 (centres undefined),14.3,-10.7,0.124,-3.0,-2.1,3.2,6.6,1.1,-2.8
N#Cc1c(NCCO)nc(NCc2ccccc2)c2c1CCN(Cc1ccccc1)C2,-6.4,25.7,0.104,-5.7,-1.9,-7.9,4.2,0.7,6.6
C=CCn1c(NCc2ccc3c(c2)OCO3)nc2ccccc21,-9.6,94.7*,0.396,14.5,-7.4,-2.3,-1.1,0.1,3.0
CC1(C)Cc2c(cnn2-c2ccccc2)C(=O)/C1=N\NC(=O)c1ccncc1,.,.,-0.322,-1.1,-2.5,-15.9,.,.,18.2
COc1cc(C)nc(NS(=O)(=O)c2ccc(C)cc2)n1,4.9,17.4,-0.579,6.2,-11.2,18.7,0.0,0.8,-16.3
Cc1cccc(N2CCN(C(=O)c3cc4ccccc4oc3=O)CC2)c1C,20.5,8.6,1.26,9.2,-5.7,14.8,2.7,0.9,-14.9
CC1(C)C(=O)C2(CCCCC2)C(=O)OC1c1ccc(O)cc1 (centres undefined),9.3,76.8*,-0.567,2.3,2.2,7.5,3.5,0.2,-4.1
CCc1ccccc1OCCCCN1CCCC1,22.2,36.8,-1.17,2.8,-7.0,8.7,-9.8,0.6,-8.6
Cc1ccc(-c2cc(C(=O)N3CCN(c4ncccn4)CC3)c3ccccc3n2)cc1,27.3,93.7*,1.36,21.4,-5.0,13.8,-1.8,0.1,-13.1
O=[N+]([O-])c1ccc(N2CCCCCC2)c([N+](=O)[O-])c1,25.7,26.7,-0.283,10.2,-4.1,10.1,9.4,0.7,-12.2
CCNc1oc(COc2ccccc2F)nc1C#N,15.5,96.1*,0.804,-9.6,0.6,-5.8,5.9,0,4.1
CCc1oc2ccccc2c1C(=O)CCN1CCCCC1,35.7*,22.0,-2.08,-23.6,-6.5,-2.5,5.2,0.8,1.5
CCOc1ccc(CCNC(=O)CCN2C(=O)COc3ccccc32)cc1OCC,0.1,14.6,0.0919,0.3,-2.7,-5.9,0.0,0.9,5.2
